High-throughput results (PubChem BioAssay)
MrgX1 antag: antagonists of human MrgX1 receptor, primary screen, HEK293 cells, Fluo-4 calcium flux | Mas-related G-protein coupled receptor member X1 (Homo sapiens), Q96LB2 | BAM8-22 antagonism; stronger effect = lower value | B-score at 10 µM | hit rate 1.3% among 310,000 | AID 588676, 2011;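 active means calcium-response B-score plate-corrected more than 3 library SD below zero, starting fluorescence within 5 deviations, no agonist response on first addition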;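 further: peak minus trough fluorescence over baseline after final BAM8-22 challenge near maximal dose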
TRPC6 activator: mouse TRPC6 channel activators, primary screen, cell-based, HEK293, membrane potential dye; Short transient receptor potential channel 6 (Mus musculus), Q61143; HEK293-TRPC6 membrane potential dye fluorescence; stronger effect = higher value; B-score at 10 µM; hit rate 0.13% among 310,000;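 active means B-score of the integrated fluorescence ratio above library mean plus 3 SD, and starting fluorescence ratio within library mean plus 5 SD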;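 further: higher score means more depolarization so channel activation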
Target sequence (Q61143 whole entry, looked up): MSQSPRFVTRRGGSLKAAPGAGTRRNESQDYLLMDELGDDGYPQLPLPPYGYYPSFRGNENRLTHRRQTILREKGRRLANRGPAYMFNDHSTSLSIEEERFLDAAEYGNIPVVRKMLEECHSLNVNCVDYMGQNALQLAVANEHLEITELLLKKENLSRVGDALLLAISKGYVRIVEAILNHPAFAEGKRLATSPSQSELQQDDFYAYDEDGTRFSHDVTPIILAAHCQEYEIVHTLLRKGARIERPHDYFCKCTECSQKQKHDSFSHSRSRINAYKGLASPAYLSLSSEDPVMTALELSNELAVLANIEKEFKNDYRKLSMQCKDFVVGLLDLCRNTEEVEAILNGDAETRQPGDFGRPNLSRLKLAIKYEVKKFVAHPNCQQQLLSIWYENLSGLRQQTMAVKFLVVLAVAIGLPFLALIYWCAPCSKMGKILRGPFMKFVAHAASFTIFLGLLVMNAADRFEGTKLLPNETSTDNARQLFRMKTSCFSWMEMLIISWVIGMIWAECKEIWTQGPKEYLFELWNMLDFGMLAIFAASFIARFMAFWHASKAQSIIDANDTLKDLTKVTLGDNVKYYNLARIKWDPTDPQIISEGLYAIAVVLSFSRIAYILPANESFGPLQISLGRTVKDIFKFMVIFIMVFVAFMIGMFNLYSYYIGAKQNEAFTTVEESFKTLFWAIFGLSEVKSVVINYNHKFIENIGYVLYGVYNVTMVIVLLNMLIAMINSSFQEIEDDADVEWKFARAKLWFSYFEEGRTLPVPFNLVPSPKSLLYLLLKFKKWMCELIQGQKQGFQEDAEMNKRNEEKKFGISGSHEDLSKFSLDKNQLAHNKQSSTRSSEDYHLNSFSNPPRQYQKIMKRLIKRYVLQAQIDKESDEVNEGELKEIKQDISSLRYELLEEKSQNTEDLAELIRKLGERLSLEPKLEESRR
TRPC4 act: activators of mouse TRPC4 channel, primary screen, Fluo4 calcium, HEK293 TRPC4beta/mu-opioid cells; Fluo4 calcium fluorescence; stronger effect = higher value; B-score at 10 µM; hit rate 0.49% among 310,000; AID 2237, 2010;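 active means B-score above 5 SD of library B-scores, and initial fluorescence ratio not above library mean plus 5 SD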;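 further: positive B-score marks a calcium rise read as TRPC4 activation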
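Material: HEK293 stable line with TRPC4beta plus mu-opioid receptor; technique: Fluo4 calcium-sensitive dye fluorescence, kinetic, 1 Hz baseline; timing: Fluo4 dye loading 45 min at room temperature, 110 s recording; controls: assay buffer as low control, maximal DAMGO as high control; read-out: integrated baseline-normalised fluorescence ratio, converted to per-well B score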
TRPC4 PAM: positive allosteric modulators of TRPC4, primary screen, cell-based, mouse TRPC4beta, HEK293 mu-opioid, Fluo-4 calcium; DAMGO EC20, Fluo-4 Ca2+ flux; stronger effect = higher value; B-score at 10 µM; hit rate 0.42% among 310,000; AID 2227, 2009;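 active means B-score of calcium response area above 5 SD of library B-scores, with initial fluorescence ratio within 5 SD of library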;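 further: B-score of integrated fluorescence ratio over time as area under calcium response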
AI-2 QS mod: Vibrio harveyi AI-2 quorum sensing modulators, primary screen, JMH597 strain, luminescence/OD600 ratio. hit rate 0.4% among 300,000. activity change, % at 7.5 µM. Vibrio harveyi JMH597 AI-2 luminescence/OD600 ratio, 9 h; stronger effect = lower value; strain lacks LuxN and CqsS sensors; 0 = neutral-control median; in the data active means activity change below about -75%, passing the limit was not always enough;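 further: luminescence divided by OD600 gain over 9 h not by final OD600 alone; inactives centre near 13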
TRPC6 inh: mouse TRPC6 channel inhibitors, primary screen, cell-based, HEK293, membrane potential dye; ACh-evoked depolarization; stronger effect = lower value; B-score at 10 µM; hit rate 1.1% among 310,000;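 active means B-score under library mean minus 3 SD, initial fluorescence not abnormally high, positive integrated signal ratio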;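 further: B-score derived from integrated fluorescence ratio over the kinetic read; more negative B-score means stronger inhibition of depolarization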
MrgX1 allo act: positive allosteric modulators of MrgX1, primary screen, HEK293 cells, Fluo-4 calcium flux | Mas-related G-protein coupled receptor member X1 (Homo sapiens), Q96LB2 | B-score at 10 µM | FDSS; stronger effect = higher value | hit rate 0.63% among 310,000;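 active means plate-corrected calcium response at least 3 library SD above typical, normal starting fluorescence, not activating the receptor alone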;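 further: compound read alongside a low EC10 to EC30 dose of BAM8-22 agonist; peak minus trough fluorescence over baseline measured at the second addition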
TRPC4 block: inhibitors of mouse TRPC4 channel, primary screen, Fluo4 calcium, HEK293 TRPC4beta/mu-opioid cells | Short transient receptor potential channel 4 (Mus musculus), Q9QUQ5 | DAMGO-evoked Fluo4 calcium flux; stronger effect = lower value | hit rate 0.39% among 300,000 | B-score at 10 µM;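 active means B-score over 3 SD under the library average, no early fluorescence shift, positive overall ratio signal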
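Assay system: HEK293 cells with stable TRPC4beta plus mu-opioid receptor expression; Probe or stimulus: DAMGO in two steps, submaximal then maximal; Dosing: single-point compound dosing; Measured by: Fluo4 calcium-dye fluorescence, kinetic read; Read-out basis: B score from integrated Fluo4 fluorescence ratio.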
PolyA inhibitor: polyadenylation inhibitors in yeast reporter cells, primary screen, luminescence, S. cerevisiae. S. cerevisiae SKY197-pL101 polyadenylation reporter, beta-gal luminescence; efflux-impaired pdr1/pdr3 knockout yeast; score 100 = 6 SD above DMSO. calls only at 12 µM. hit rate 0.02% among 300,000. AID 1875, 2009;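 active means lowest replicate activity score at least 50, where 100 means six control SD above control mean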;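 further: yeast exposed to compound for 9 h at 30 °C; higher score means more reporter readthrough which indicates perturbed polyadenylation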
MrgX1 agonist: agonists of human MrgX1 receptor, primary screen, HEK293 cells, Fluo-4 calcium flux. Fluo-4 calcium fluorescence, agonist mode; stronger effect = higher value. Mas-related G-protein coupled receptor member X1 (Homo sapiens), Q96LB2. AID 588627, 2011. B-score at 10 µM. hit rate 0.44% among 310,000;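 active means calcium response B-score plate-corrected fluorescence ratio at least 3 library SD, with starting fluorescence B-score inside 5 SD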
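Material – MrgX1-expressing HEK293 cells · Input – 15,000 cells seeded per well · Dosing – compound as first of three additions · Times – overnight seeding, then 1 h dark dye loading · Measured by – kinetic Fluo-4 NW fluorescence of intracellular calcium · Read-out – B-scored fluorescence response ratio · Benchmarks – positive and negative control wells on each plate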
HIF activator: HIF pathway transcriptional activators, primary screen, cell-based, U2OS HRE-luciferase, luminescence. U2OS HRE-luciferase reporter; normalized: DMSO 0%, desferrioxamine 100%. activation, % at 7.5 µM (by protocol). hit rate 0.32% among 300,000;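 active means mean activation of at least 10% of the iron chelator positive control signal, with at least half of replicates also reaching 10%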
An asterisk follows results filed as active; i = inactive; nt = not tested or not shown. Some of the compounds tested; rates above refer to the full screens.

entry | SMILES | MrgX1 antag | TRPC6 activator | TRPC4 act | TRPC4 PAM | AI-2 QS mod | TRPC6 inh | MrgX1 allo act | TRPC4 block | PolyA inhibitor | MrgX1 agonist | HIF activator
1 | O=C(Cc1cccc2ccccc12)NN1C(=O)C2C(C1=O)C1C=CC2C12CC2 (stereo not given) | i | i | i | i | 0 | i | i | i | i | i | -1.0
2 | CCN1CCCC1CNCc1cccc(OC)c1OCc1ccccc1F (stereo not given) | i | i | i | i | 36 | i | i | i | i | i | 0.3
3 | CCC(C)NC(=O)COc1ccc(S(=O)(=O)N2CCOCC2)cc1 (stereo not given) | i | i | i | i | 19 | i | i | i | i | i | 0.3
4 | COc1cc(S(=O)(=O)NCc2ccccn2)c(OC)cc1Cl | i | i | i | i | 27 | i | i | i | i | i | -0.1
5 | CN(CC(=O)NCCN1CCCCCC1)S(=O)(=O)c1cccc2nsnc12 | i | i | i | i | 10 | i | i | i | i | i | -0.6
6 | Cc1ccc(C)n1-c1cccc(NC(=O)c2ccccc2)c1 | i | i | i | i | 10 | i | i | i | i | i | -1.0
7 | Cc1cc(C)c(S(=O)(=O)N2CCN(C(=O)CCn3nc(C)c(C)c3C)CC2)c(C)c1 | i | i | i | i | nt | i | i | i | i | i | -6.0
8 | CN1CCCC(OC(=O)c2cc(Br)ccc2Cl)C1 (stereo not given) | i | i | 126* | 10* | 5 | i | i | i | i | i | -0.1
9 | Cc1nc2ccccn2c1P(=O)(N1CCCCC1)N1CCCCC1 | i | i | i | i | 10 | i | i | i | i | i | 0.1
10 | COc1ccccc1/C=N/NC(=O)CNC(=O)c1ccc(S(=O)(=O)N(C)C)cc1 | i | i | i | i | 11 | i | i | i | i | i | -0.4
11 | N=C(N)c1ccc(O)cc1 | i | i | i | i | 13 | i | i | i | i | i | -0.2
12 | O=C(Nc1ccc(Cl)c(Cl)c1)Nc1ccc(Br)cc1F | -5.2* | i | i | i | 39 | i | i | i | i | i | 1.2
13 | Cn1c(C(=O)O)c(S(=O)(=O)c2ccc(Cl)cc2)c2ccccc21 | i | i | i | i | 17 | i | i | i | i | i | -0.4
14 | CCCN(CCC)C(=O)CSc1nc2ccsc2c(=O)n1NC(=O)c1ccccc1 | i | i | i | i | 43 | i | i | i | i | i | 1.0
15 | O=C(N/N=C/c1cccnc1)c1ccc(NC(=O)c2ccc(Cl)cc2)cc1 | i | i | i | i | 6 | i | i | i | i | i | 39*
16 | Cc1ccc(S(=O)(=O)NC2(C(F)(F)F)C(=O)Nc3c2c(=O)n(C)c(=O)n3C)cc1 (stereo not given) | i | i | i | i | 14 | i | i | i | i | i | -0.2
17 | COc1ccc(CCc2nnc(N)s2)cc1OC | i | i | i | i | 1 | i | i | i | i | i | 1.4
18 | COc1ccc(CNC(=O)CCC(=O)c2ccc(C)cc2)cc1OC | i | i | i | i | 14 | i | i | i | i | i | 0.4
19 | Cc1[nH]c2ccccc2c1C(=O)C(=O)N1CCN(C(=O)c2ccco2)CC1 | i | i | i | i | 10 | i | i | i | i | i | -0.7
20 | Cc1ccc(Nc2c([N+](=O)[O-])c(=O)oc3ccccc23)cc1C | i | i | i | i | 7 | i | i | i | i | i | 0.5
21 | CCOC(=O)C1=C(C)N(C)C(C)=C(C(=O)OCC)C1c1ccsc1 | i | i | i | i | 18 | i | i | i | i | i | -1.4
22 | CN(C)C(=O)COC(=O)c1cccnc1Nc1ccccc1F | i | i | i | i | 17 | i | i | i | i | i | -0.2
23 | Cc1c(N(C)S(=O)(=O)c2cccc(C(=O)NCC3CCCO3)c2)c(=O)n(-c2ccccc2)n1C (stereo not given) | i | i | i | i | 15 | i | i | i | i | i | 0.3
24 | Cc1c(-c2ccccc2)nc(N)c(C#N)c1-c1ccco1 | i | i | i | i | 34 | i | i | i | nt | i | -0.3
25 | O=C(CSc1n[nH]c(-c2ccccc2)n1)N1CCOCC1 | i | i | i | i | 20 | i | i | i | i | i | 1.3
26 | COc1cccc(NC(=O)N(CCN(C)C)C(C)c2cccnc2)c1 (stereo not given) | i | i | i | i | 10 | i | i | i | i | i | 0.6
27 | O=C(c1n[nH]c2ccccc12)N1CCOCC1 | i | i | i | i | 26 | i | i | i | i | i | -0.3
28 | CCc1ccc2c(c1)C1(C(=O)N2)N2CCCC2C(C(=O)c2ccc3ccccc3c2)C12C(=O)Nc1ccccc12 (stereo not given) | i | i | i | i | 40 | i | i | i | i | i | 1.5
29 | COC(=O)C(C)Sc1ccc2nnc(-c3ccccc3)n2n1 (stereo not given) | i | i | i | i | 5 | i | i | i | i | i | -0.3
30 | CCCCCCN1CC(C(=O)OCC)C(=O)C1=O (stereo not given) | i | i | i | i | 34 | i | i | i | i | i | -0.2
31 | O=C(CCc1ccccc1)Nc1ccc(NC(=O)c2ccco2)cc1 | i | i | i | i | 27 | i | i | i | i | i | 0.3
32 | CN(C)S(=O)(=O)c1cccc(NC(=O)COC(=O)c2cc(-c3cccc(Br)c3)nc3ccccc23)c1 | i | i | i | i | 40 | i | i | i | i | i | 0.4
33 | Cc1cc(C)c(C(=O)Cn2nc(C(=O)O)c3ccccc3c2=O)cc1C | i | i | i | i | 9 | i | i | i | i | i | 0.2
34 | COCCNC(=O)C1CCCN(c2ncccn2)C1 (stereo not given) | i | i | i | i | 18 | i | i | nt | i | i | -0.3
35 | CC(=O)C1=C(O)C(=O)N(c2ccc(C)cc2)C1c1ccccn1 (stereo not given) | i | i | i | i | -4 | i | i | i | i | i | -0.4
36 | CCCn1c(N)c(C(=O)CSc2nnc(C)n2Cc2ccccc2)c(=O)n(C)c1=O | i | i | i | i | 24 | i | i | i | i | i | -0.2
37 | O=C1NC(=S)N(c2cccc(Cl)c2)C12CCCCC2 | i | i | i | i | 17 | i | i | i | i | i | -1.0
38 | NC(=O)c1ccsc1NC(=O)c1ccc(N2CCCC2=O)cc1 | i | i | i | i | 10 | i | i | i | i | i | nt
39 | O=C(NCc1ccc(Cl)cc1)C1C2C=CC3(CN(Cc4cccnc4)C(=O)C13)O2 (stereo not given) | i | i | i | i | 10 | i | i | i | i | i | 0.2
40 | Cc1cc(Nc2nnnn2-c2ccccc2)n(-c2ccc(Cl)cc2)n1 | i | i | i | i | 15 | i | i | i | i | i | -1.8
41 | O=C(/C=C/c1ccc(Cl)cc1)Nc1ccccc1N1CCOCC1 | i | i | i | i | 3 | i | i | i | i | i | 0.9
42 | CCCOc1ccc(C(O)C(CN2CCOCC2)c2ccccc2)cc1 (stereo not given) | i | i | i | i | 6 | i | i | i | i | i | 0.0
43 | CC(=O)Nc1ccc(S(=O)(=O)Nc2cccc(C(=O)Nc3ccccc3C(=O)O)c2)cc1 | i | i | i | i | 0 | i | i | i | i | i | 2.3
44 | COc1ccc(CSCC(=O)NCCC(C)C)cc1 | i | i | i | i | 13 | i | i | i | i | i | -2.0
45 | CC1CCN(C(C(=O)NC2CCCCC2)c2cc3c(cc2[N+](=O)[O-])OCO3)CC1 (stereo not given) | i | i | i | 11* | 14 | i | i | i | i | i | 0.9
46 | Cc1cc(C)nc(SCC(=O)Nc2ccc(Br)cn2)n1 | i | i | i | i | 28 | i | i | i | i | i | 0.1
47 | COc1ccc(NC2=CC(c3cccc(OC)c3)N(c3ccc(OC)cc3)C2=O)cc1 (stereo not given) | i | i | i | i | 34 | i | i | i | i | i | 0.4
48 | C=CCSC(=S)Nc1c(C)n(C)n(-c2ccccc2)c1=O | i | i | i | i | 25 | i | i | i | i | i | 0.0
49 | CC(C)C[C@H](NC(=O)c1nc[nH]c1C(=O)N[C@@H](CC(C)C)C(=O)OC(C)(C)C)C(=O)OC(C)(C)C | i | i | i | i | 12 | i | i | i | i | i | 0.3
50 | O=C(Nc1nccs1)C(c1ccccc1)N1CCCCC1 (stereo not given) | i | i | i | i | -6 | i | i | i | i | i | 0.0
51 | Fc1cccc(CSc2nc3ncccc3[nH]2)c1 | i | i | i | i | 13 | i | i | i | i | i | 0.6
52 | COc1cccc(C2c3c(-c4cc(Cl)c(C)cc4O)n[nH]c3C(=O)N2Cc2cccnc2)c1 (stereo not given) | i | i | i | i | 25 | i | i | i | i | i | -0.1
53 | CCN1/C(=C/c2cccc[n+]2C)Sc2ccc(OC)cc21 | -6.1* | i | i | i | -7 | i | i | i | i | i | 0.8
54 | CC(=O)Nc1ccc(SC[C@H](c2ccccc2)N2CCN(CCc3ccccc3)CCC2=O)cc1 | i | i | i | i | 19 | i | i | i | i | i | -1.2
55 | CCC1CN(C(=O)N2CCC(C(=O)NCc3ccccc3C)CC2)c2ccccc2O1 (stereo not given) | i | i | i | i | 1 | i | i | i | i | i | -0.1
56 | Cc1ccc(NC(=O)Nc2ccc([N+](=O)[O-])cc2)nc1 | i | i | i | i | 30 | i | i | i | i | i | 2.6
57 | CCn1c(SCc2ccc(C(=O)OC)o2)nc2sc3c(c2c1=O)CCCC3 | i | i | i | i | 36 | i | i | i | i | i | 0.0
58 | CC(C)n1c(=S)[nH]c2ccccc21 | i | i | i | i | 8 | i | i | i | i | i | 0.0
59 | CNc1[nH]c(=O)[nH]c(=O)c1N=Nc1cc(Cl)ccc1Cl | i | i | i | i | 4 | i | i | i | i | i | -0.6
60 | CCOc1ccc(-c2cnc(SCC(N)=O)nc2N)cc1 | i | i | i | i | 6 | i | i | i | i | i | -0.3
61 | CCOC(=O)c1cc(-c2ccccc2)n(CCC(=O)O)c1C | i | i | i | i | 3 | i | i | i | i | i | -0.2
